# Source: PubChem BioAssay (National Center for Advancing Translational Sciences (NCATS))
# USP1 inh: inhibitors of human USP1/UAF1 deubiquitinase; Potency, µM (highest dose often 57.1 µM), for the others: top-dose activity change, negative = inhibition, usual class: inhibitors; AID 743255; O94782; 390,000 tested, 0.23% active; recombinant USP1/UAF1, Ub-Rhodamine cleavage fluorescence; further: on the % scale 0 is the no-effect control and ±100 the full control effect; nearly all actives have a fitted effect of over 60% in size; inactives centre near -12
#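 Step one: compound is pinned into 1nM USP1/UAF1 in HEPES pH 7.8 buffer with TCEP. Step two: 15 min room-temperature incubation. Step three: Ub-Rho (150nM final) starts cleavage, tracked by fluorescence over six one-minute reads.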
# IDH1 R132H inh: inhibitors of human mutant IDH1 R132H; O75874; IDH1-R132H enzyme, NADPH consumption, diaphorase/resazurin fluorescence; Potency, µM (highest dose often 76.6 µM), for inactives: top-dose activity change, negative = inhibition, most hits filed as inhibitors; 390,000 tested, 0.093% active; further: on the % scale 0 is the no-effect control and ±100 the full control effect; nearly all actives have a fitted effect of over 65% in size
# Target sequence (O75874 whole entry R132H, stated change not applied): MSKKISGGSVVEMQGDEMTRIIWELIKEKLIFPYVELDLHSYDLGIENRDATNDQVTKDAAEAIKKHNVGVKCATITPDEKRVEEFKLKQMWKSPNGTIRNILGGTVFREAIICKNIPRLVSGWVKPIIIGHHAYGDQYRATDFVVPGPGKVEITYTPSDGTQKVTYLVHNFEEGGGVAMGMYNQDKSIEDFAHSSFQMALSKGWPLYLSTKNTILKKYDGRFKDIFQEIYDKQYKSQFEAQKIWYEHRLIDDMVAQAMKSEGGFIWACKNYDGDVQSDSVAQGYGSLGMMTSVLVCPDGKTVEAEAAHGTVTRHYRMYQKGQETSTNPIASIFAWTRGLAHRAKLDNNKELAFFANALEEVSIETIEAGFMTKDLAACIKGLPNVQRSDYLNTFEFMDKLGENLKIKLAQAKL
#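 IDH1-R132H (0.5 ug/mL dispensed) in pH 7.5 Tris buffer was preincubated 30 min with compound, then given a substrate mix of 0.016 mM NADPH and 2 mM alpha-KG for 80 min at room temperature; remaining NADPH was read by diaphorase/resazurin fluorescence.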
# Vif-A3G inh: Vif-A3G binding inhibition | Q9HC16 | HeLa A3G-eYFP + Vif (tagged APOBEC3G with the HIV-1 protein that degrades it), YFP fluorescence, overnight | Potency, µM (top dose mostly 46.1 µM), for the others: at the top dose activity, negative = active, hits mostly inhibitors | 410,000 tested, 0.076% active | AID 602310;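 further: on the % scale 0 is the no-effect control and ±100 the full control effect; nearly all actives have a fitted effect of over 60% in size; hits raise eYFP signal because A3G escapes Vif-driven loss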
# Target sequence (Q9HC16 whole entry, looked up): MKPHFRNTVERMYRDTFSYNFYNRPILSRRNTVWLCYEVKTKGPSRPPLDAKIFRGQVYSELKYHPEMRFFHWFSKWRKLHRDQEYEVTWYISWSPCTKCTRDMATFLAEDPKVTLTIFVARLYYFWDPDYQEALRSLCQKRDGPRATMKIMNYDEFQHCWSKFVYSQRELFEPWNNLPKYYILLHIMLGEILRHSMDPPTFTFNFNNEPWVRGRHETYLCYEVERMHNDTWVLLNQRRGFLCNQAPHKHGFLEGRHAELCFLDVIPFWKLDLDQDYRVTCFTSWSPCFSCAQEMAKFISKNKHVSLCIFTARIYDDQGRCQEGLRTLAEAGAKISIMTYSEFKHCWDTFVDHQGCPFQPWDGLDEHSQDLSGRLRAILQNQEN
#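 HeLa cells stably expressing Vif and C-terminally eYFP-tagged A3G, seeded overnight at 37 deg C, then exposed to compound by pintool overnight at 37 deg C. Rise in yellow fluorescence (Ex 488/Em 500-530, Acumen) marks blocked Vif-driven A3G degradation.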
# 12-LOX inh: inhibitors of human 12S-lipoxygenase ALOX12. 580,000 tested, 1.1% active. P18054. purified 12hLO, xylenol orange hydroperoxide absorbance. Potency, µM (highest dose often 108 µM), for the others: at the top dose activity change, negative = inhibition, hits mostly inhibitors; further: on the % scale 0 is the no-effect control and ±100 the full control effect
#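 Purified human 12hLO at 150 nM in 25 mM Hepes, 0.01% Triton X-100, pH 7.0, preincubated 15 min at room temperature with compound. Reaction started with 40 uM arachidonic acid, 30 min at room temperature. Hydroperoxide measured by Fe-xylenol orange, 573/405 nm absorbance ratio.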
# rTrxR1 inhibitor: rat TrxR1 inhibition; O89049; recombinant rTrxR1, NADPH fluorescence consumption, selenite substrate; Potency, µM (highest dose often 114 µM), for inactives: top-dose activity change, negative = inhibition, most hits filed as inhibitors; 390,000 tested, 1% active; further: on the % scale 0 is the no-effect control and ±100 the full control effect; nearly all actives have a fitted effect of over 65% in size
#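 Rat TrxR1 (90 nM in the dispensed reagent) was pre-reduced with 400 uM NADPH for 5 min at room temperature, then incubated with compound for 15 min. After 400 uM selenite was added, NADPH fluorescence (Ex 340/Em 450 nm) was followed for 8 min.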
# TrxR1 substrate: is turned over as a substrate by rat TrxR1; O89049; purified TrxR1 substrate turnover, NADPH consumption readout; Potency, µM (titrated, usually from 114 µM), inactives show at the top dose activity change, negative = substrate turnover; 390,000 tested, 0.01% active; AID 588456; further: on the % scale 0 is the no-effect control and ±100 the full control effect; nearly all actives have a fitted effect of over 50% in size
#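 Rat TrxR1, dispensed at 90 nM, was prereduced with 400 uM NADPH (final) for 5 min at ~22 deg C, then incubated with compound 15 min before 400 uM selenite. A first-read NADPH fluorescence drop versus no-compound background flagged substrates.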
# Vif-A3F inh: Vif-A3F binding inhibition; HeLa A3F-eYFP + Vif (tagged APOBEC3F with the HIV-1 protein that degrades it), YFP fluorescence increase; Potency, µM (titrated, usually from 46.1 µM), for inactives: at the top dose activity, negative = active; 390,000 tested, 0.2% active; further: % of control where 0% means no effect; nearly all actives have a fitted effect of over 65% in size
#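 Fluorescence increase (Ex 488/Em 500-530) after overnight compound treatment at 37 deg C flags inhibition of Vif-driven A3F-eYFP loss in stable HeLa A3F-eYFP/Vif cells seeded overnight beforehand.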
# RXFP1 ag: agonists of human relaxin receptor RXFP1; HEK293T-RXFP1 cAMP TR-FRET, 30 min; response scale: percent of porcine relaxin response, buffer zero; Q9HBX9; 370,000 tested, 0.3% active; Potency, µM (series often up to 57.5 µM), for inactives: at the highest dose activation, most hits filed as activators; further: on the % scale 0 is the no-effect control and ±100 the full control effect; nearly all actives have a fitted effect of over 60% in size; many of its hits are not listed in these tables
#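 HEK293 cells stably expressing RXFP1, treated 30 min at 37C with compounds plus PDE4 inhibitor Ro 20174; cAMP measured by HTRF TR-FRET. Normalized to buffer and 29 nM porcine relaxin; EC50 by Hill fit.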
# RGS4 inh: human RGS4 inhibition; AID 504845; Transcreener GDP fluorescence polarization, RGS4-accelerated GTP hydrolysis; 390,000 tested, 0.039% active; Potency, µM (top dose mostly 114 µM), for the others: at the top dose activity change, negative = inhibition, usual class: inhibitors; further: on the % scale 0 is the no-effect control and ±100 the full control effect; nearly all actives have a fitted effect of over 75% in size; some results filed as inactive show a strong effect at the top dose
#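 MLSMR compounds (23 nl, pin-transferred) preincubated 10 min at room temperature with a 500nM (2x) first reagent, then RGS4 at 900nM (2x) plus Transcreener GDP mix added; fluorescence polarization (620/688 nm) read before and after 90 min at 30 °C.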
# * hit, by the source's call; ? = inconclusive; / = no result given; & = joins results of further samples; [ ] = dose if it differs, or a comment. The call rests on the fitted dose curve; in most records, active means well fitted curve in the direction sought with a large enough effect; inconclusive means small, poorly fitted or top-dose-only effect, or another doubt; inactive means no such curve, though single readings can be large; an effect the other way counts as inactive or inconclusive. Potency means the concentration at half of the fitted maximal effect.
SMILES,USP1 inh,IDH1 R132H inh,Vif-A3G inh,12-LOX inh,rTrxR1 inhibitor,TrxR1 substrate,Vif-A3F inh,RXFP1 ag,RGS4 inh
CCOc1cc2c(cc1O)C(=NO)CC1C2CCC2(C)C(O)CCC12 (stereo not given),-14%,2%,-47%,0%,-17%,-6%,-8%,/,-32%
Cc1ccccc1CNC(=O)c1ccc(NC(=O)N2CCCCc3ccccc32)cc1,2%,-5%,0%,-16%,13%[57.1 µM],2%[57.1 µM],-1%,-1.2%,-7%
NS(=O)(=O)c1ccc2nc(NC(=O)Nc3ccccc3F)sc2c1,-24%,15%,0%,27%,27%,14%,-8%,-0.2%,-32%
CC1CCCN(c2nc3c(c(=O)n(C)c(=O)n3C)n2Cc2ccccc2)C1 (stereo not given),-14%,15%,3%,0%,-3%,-8%,-5%,1.7%,6%
CCOC(=O)c1nc(C)n(-c2cc(Cl)ccc2Cl)n1,-15%,9%,0%,-4%,15%,2%[0.457 µM],16%,2.5%,1%
Cc1cc(NS(=O)(=O)c2ccc(NC(=O)Cc3ccc([N+](=O)[O-])cc3)cc2)no1,-1%,2%,0%,0%,3%,-6%,6%,1.6%,-8%
CCc1ccccc1NC1=NCC(=O)N1Cc1ccc(OC)cc1,-10%,-2%,1%,?,3%,2%,/,0.9%,-6%
COC(=O)C1=C(NC(=O)CCCCl)CCS1,-6%,4%,0%,-9%,-22%,-10%,-7%,-0.3%,-26%
O=C(Cn1nc(Cc2cccnc2)c2ccccc2c1=O)Nc1ccccc1F,-15%,7%,-1%,5%,8%,12%[0.0914 µM],17%,8.2%,-36%
CC(=O)C(C)Oc1cc(C)cc2oc(=O)c(C)c(C)c12 (stereo not given),-9%,0%,-9%,-27%,14%,157%[activator],1%,4.1%,-4%[56.9 µM]
CCOc1ccc(-c2cn[nH]c2N)cc1,-12%,0%,?,3%,26%,4%,-11%,-0.2%,-11%
CC(C)C1N=C2c3ccccc3N=C(SCC#N)N2C1=O (stereo not given),-12%,-5%,0%,0%,29%[57.1 µM],35%[57.1 µM],2%,4.5%,32%
Cc1cc(C(=O)Nc2ccc(C)c(S(=O)(=O)N3CCOCC3)c2)c2ccccc2n1,-23%,16%,1%,?,2%,-5%,8%,-0.2%,-22%
COc1ccc(OC)c(C2NC(=O)NC(C)=C2C(=O)Nc2ccc(C)cc2)c1 (stereo not given),-18%,1%,3%,0%,3%[57.1 µM],8%[57.1 µM],-3%,-0.3%,10%
O=C(Nc1ccc(F)cc1F)c1cc2nc3c(c(C(F)(F)F)n2n1)CCCC3,-20%,3%,-1%,-4%,-5%,-3%,4%,0.8%,0%
CCOc1ccc(-c2nc3c(c(SCC(=O)N4CCCCC4)n2)Cc2cccc(OC)c2O3)cc1,-5%,-5%,-9%,-14%,25%,6%,-1%,0.2%,9%
COc1ccc(CNC(=O)C2CCC(CNS(=O)(=O)c3cccs3)CC2)cc1 (stereo not given),?,0%&-5%,-8%&0%,-28%&-36%,5%[57.1 µM],2%[57.1 µM],-7%&3%,-0.2%&6.0%,11%&6%
COc1cc(C)c(S(=O)(=O)N2CCN(C)CC2)cc1C,0%,1%,3%,-9%,-12%,-10%,-7%,0.5%,26%
CCC(C)(C)NC(=O)C(c1ccc(OC)cc1)N(CCOC)C(=O)CCC(=O)Nc1nccs1 (stereo not given),8%,1%,0%,-15%,8%[57.1 µM],-8%[57.1 µM],5%,-0.5%,10%
O=C(NN1C(=O)/C(=C\c2ccc(O)c([N+](=O)[O-])c2)SC1=S)c1ccccc1Cl,-18%,20%,-1%,?,-25%,-29%,3%,-0.1%,6%
Cc1ccc(/C=N/NC(=O)COc2ccc(Cl)c(C)c2)o1,-20%,11%,-2%,0%,18%,4%,-4%,-1.2%,-4%
Cn1c(=O)c2c(ncn2CC(=O)Nc2nc(-c3ccc(F)c(F)c3)cs2)n(C)c1=O,2%,-1%,2%,-16%,-12%,-11%,6%,0.0%,-6%
O=[N+]([O-])c1cc(S(=O)(=O)N2CCOCC2)ccc1N1CCNCC1,-9%,2%,1%,?,24%[11.4 µM],7%[11.4 µM],4%,0.9%,-5%
COc1ccc(CN(C(=O)/C=C/C(=O)c2ccc(OC)cc2O)C(C(=O)NC2CCCCC2)c2ccncc2)cc1 (stereo not given),-17%,1%,0%,-8%,-1%,-4%,5%,3.3%,8%

# Some of these compounds in order of the TrxR1 substrate value, high to low:
smiles,TrxR1 substrate
Cc1ccc(/C=N/NC(=O)COc2ccc(Cl)c(C)c2)o1,4%
Cc1cc(C(=O)Nc2ccc(C)c(S(=O)(=O)N3CCOCC3)c2)c2ccccc2n1,-5%
COc1cc(C)c(S(=O)(=O)N2CCN(C)CC2)cc1C,-10%
Cn1c(=O)c2c(ncn2CC(=O)Nc2nc(-c3ccc(F)c(F)c3)cs2)n(C)c1=O,-11%
O=C(NN1C(=O)/C(=C\c2ccc(O)c([N+](=O)[O-])c2)SC1=S)c1ccccc1Cl,-29%

# Going on with the list:
SMILES,USP1 inh,IDH1 R132H inh,Vif-A3G inh,12-LOX inh,rTrxR1 inhibitor,TrxR1 substrate,Vif-A3F inh,RXFP1 ag,RGS4 inh
CCOc1ccc(NC(=O)C2CCN(c3nnc(-n4c(C)ccc4C)s3)CC2)cc1,33%[activator],/,/,-15%,-24%,-3%,/,?,16%
CC(C)c1ccc(NC(=O)c2cc(S(=O)(=O)N3CCCC3)c[nH]2)cc1,-34%,9%,-8%,-26%,-8%,-6%,4%,-0.7%,10%
CSc1nsc(/C=C/Nc2ccc(F)cc2)c1C#N,?,22%,?,?,?,0%,22µM*,3.9%,-25%
COC(=O)c1cccc(-n2sc3ccccc3c2=O)c1,-13%,-23%,-4%,1.3µM*,97%[activator][57.1 µM],-3%[57.1 µM],-8%,0.7%,-142%
CC(C)C(=O)Nc1cccc(C(=O)Nc2ccc3c(c2)OCO3)c1,-15%,3%,-6%,4%,3%,-6%,-10%,2.3%,-14%[56.9 µM]
CN(C)C(CNC(C(=O)Nc1ccc([N+](=O)[O-])cc1Br)c1ccccc1)c1ccccc1 (stereo not given),-3%,2%,1%,-24%,15%[57.1 µM],5%[57.1 µM],1%,1.4%,3%
CC(C(=O)Nc1sc2c(c1C(=O)NCc1ccco1)CCCC2)N1C(=O)c2ccccc2C1=O (stereo not given),-7%,-8%,0%,-43%,-5%[57.1 µM],-6%[57.1 µM],-2%,-2.6%,3%
COc1ccc(-c2sc3ccc(N4CCOCC4)cc3c2-c2ccc(O)cc2)cc1,?,15%,-3%,-19%,5%,8%,-3%,3.4%,-7%
CCCn1c(C(O)c2ccc(OC)cc2)nc2ccccc21 (stereo not given),-10%,-3%,0%,-15%,8%,3%,/,-0.7%,-6%
CCOc1ccc(NC(=O)C2CC(=O)N3CCCN=C3S2)cc1 (stereo not given),-18%,3%,0%,?,-21%,5%,6%,1.3%,?
Cc1ccc2c(CNC3CCCC3)c(C(=O)O)n(Cc3ccc(F)cc3)c2c1,-21%,18%,3%,0%,12%,6%,-4%,1.2%,27%
C1CN(CC23CC4CC(CC(C4)C2)C3)CCO1,3%,0%,-4%,126%[activator],30%,8%,-5%,-0.8%,-32%

# Whole records, looked up by structure. Order of values: USP1 inh | IDH1 R132H inh | Vif-A3G inh | 12-LOX inh | rTrxR1 inhibitor | TrxR1 substrate | Vif-A3F inh | RXFP1 ag | RGS4 inh
# Results for COC(=O)c1cccc(-n2sc3ccccc3c2=O)c1 = -13% | -23% | -4% | 1.3µM* | 97%[activator][57.1 µM] | -3%[57.1 µM] | -8% | 0.7% | -142%
# Results for CC(C)c1ccc(NC(=O)c2cc(S(=O)(=O)N3CCCC3)c[nH]2)cc1 = -34% | 9% | -8% | -26% | -8% | -6% | 4% | -0.7% | 10%

# These rows are one share of the data (hit frequency here may not be typical).
